Source: PubChem (several laboratories)
Neddylation inh: inhibitors of cullin neddylation, primary screen, biochemical, TR-FRET, uHTS, NAE and Ubc12 | NEDD8-conjugating enzyme Ubc12 (Homo sapiens) + NEDD8-activating enzyme E1 regulatory … | calls only at 25 µM | hit rate 0.58% among 360,000; in the data active = inhibition above about 36%
DNMT1 block: human DNMT1 methyltransferase inhibitors, primary screen, biochemical, molecular beacon, fluorescence, HinP1I cleavage, uHTS; DNA (cytosine-5)-methyltransferase 1 (Homo sapiens), P26358; inhibition (reported as % activation of signal), % at 10 µM; hit rate 0.83% among 360,000; AID 588458, 2011; in the data active = inhibition above about 50%
Target sequence (P26358 504-1616 limits assumed): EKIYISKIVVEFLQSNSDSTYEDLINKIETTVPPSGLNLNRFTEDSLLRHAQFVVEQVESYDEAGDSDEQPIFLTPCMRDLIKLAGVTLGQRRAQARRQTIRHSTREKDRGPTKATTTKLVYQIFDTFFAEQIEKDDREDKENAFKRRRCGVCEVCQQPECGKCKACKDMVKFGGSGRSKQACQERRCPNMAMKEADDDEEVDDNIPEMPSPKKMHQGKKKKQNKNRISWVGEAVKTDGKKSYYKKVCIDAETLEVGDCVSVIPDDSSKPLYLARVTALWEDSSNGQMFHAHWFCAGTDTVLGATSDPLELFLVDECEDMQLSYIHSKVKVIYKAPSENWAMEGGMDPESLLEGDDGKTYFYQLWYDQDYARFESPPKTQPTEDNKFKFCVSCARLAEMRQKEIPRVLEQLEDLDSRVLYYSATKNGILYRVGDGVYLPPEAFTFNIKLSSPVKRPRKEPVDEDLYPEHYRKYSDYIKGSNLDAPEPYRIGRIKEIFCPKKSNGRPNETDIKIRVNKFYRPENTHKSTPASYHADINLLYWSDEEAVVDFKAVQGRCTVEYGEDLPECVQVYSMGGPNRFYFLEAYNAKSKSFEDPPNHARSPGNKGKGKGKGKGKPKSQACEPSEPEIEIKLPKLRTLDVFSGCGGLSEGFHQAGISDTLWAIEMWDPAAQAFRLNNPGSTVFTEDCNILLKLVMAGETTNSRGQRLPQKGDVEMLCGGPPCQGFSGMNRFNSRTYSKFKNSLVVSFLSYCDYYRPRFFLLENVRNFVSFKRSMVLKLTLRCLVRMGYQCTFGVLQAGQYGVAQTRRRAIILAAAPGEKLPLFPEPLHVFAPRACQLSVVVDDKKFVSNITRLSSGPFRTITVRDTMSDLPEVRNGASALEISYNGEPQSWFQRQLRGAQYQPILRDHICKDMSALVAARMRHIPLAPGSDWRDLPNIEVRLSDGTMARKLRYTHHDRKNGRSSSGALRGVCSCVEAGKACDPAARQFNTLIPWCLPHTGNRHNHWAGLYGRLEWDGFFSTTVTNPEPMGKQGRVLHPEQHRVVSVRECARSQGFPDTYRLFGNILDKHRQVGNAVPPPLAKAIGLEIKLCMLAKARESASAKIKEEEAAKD
SKN-1 block: suppressors of acrylamide-induced Pgst-4::GFP reporter in worms, primary screen, SKN-1 inhibitor project, whole organism, uHTS, GFP/RFP fluorescence ratio, strain VP596 | C. elegans VP596 Pgst-4::GFP/RFP ratio, 24 h | inhibition, % at 21.8 µM | hit rate 0.49% among 360,000;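 active = interference check ratio from 0.5 to 1.5 plus GFP to RFP signal ratio inhibition reaching or exceeding a fixed threshold, cut at about 30% in these data, passing the limit was not always enough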; note: some compounds called inactive have numbers as strong as hits
TbMetRS inhib: T. brucei MetRS inhibitors, primary screen, biochemical, luminescence; purified T. brucei MetRS, ATP depletion, Kinase-Glo luminescence; inhibition, % at 11.9 µM; hit rate 0.4% among 360,000; AID 624268, 2012;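 active = inhibition above a per-plate cutoff of the control wells' mean inhibition plus 3 SD, cut at about 5.5% in these data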;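 note: 0% = DMSO wells median and 100% = median of wells with control inhibitor compound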
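assay system = parasite MetRS enzyme | timing = 15 min preincubation, 2 h reaction, all 25 °C | evaluation = percent inhibition relative to median high and low control wells | medium = HEPES buffer containing pyrophosphatase, BSA, spermine, DTT | compound = single dose, 11.9 µM final nominal, 0.9% final DMSO | detection = Kinase-Glo luminescence, ATP depletion format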
Scp1 inh: Scp-1 phosphatase inhibitors, primary screen, biochemical, colorimetric, uHTS; Carboxy-terminal domain RNA polymerase II polypeptide A small phosphatase 1 (Homo …; Recombinant Scp1, phosphopeptide, malachite green phosphate absorbance; inhibition, % at 20 µM; hit rate 0.88% among 340,000;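 active = inhibition above about 50% at 20 µM, limit read from the data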;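 note: plate controls were DMSO wells with enzyme for no effect and wells lacking enzyme for full effect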
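Test system: SCP-1 catalytic domain; Buffer or medium: Acidic Tris acetate buffer with magnesium and detergent; Also added: Phosphorylated 17-residue peptide substrate; Compound: single 20 µM dose, 1% DMSO; Schedule: enzyme reaction 45 min at room temperature, colour 5 min, stabilisation 30 min; Signal: Phosphate-binding colour reagent, absorbance read at 630 nm.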
SUMO1-SIM PPI: modulators of SUMO1 protein-protein interactions, primary screen, biochemical, uHTS; SUMO1 binding to a labelled peptide, TR-FRET, 1 h; AID 602429, 2012; inhibition, % at 20 µM; hit rate 0.33% among 360,000; in the data active = inhibition above about 37%
NRP1-CendR mod: modulators of CendR peptide binding to NRP-1, primary screen, biochemical, fluorescence polarization, uHTS; Neuropilin-1 (Homo sapiens), O14786; FAM-RPARPAR peptide binding to NRP-1; inhibition, % at 25 µM; hit rate 0.85% among 360,000; AID 602438, 2012;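 active = inhibition or corrected inhibition above about 18%, plus a signal ratio from 0.5 to 1.5, limit read from the data, passing the limit was not always enough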; note: strong numbers were not always called active
NadD inh: inhibitors of S. aureus NadD, primary screen, biochemical, colorimetric, uHTS; inhibition, % at 20 µM; AID 602399, 2012; Nicotinate-nucleotide adenylyltransferase NadD (Staphylococcus aureus N315); hit rate 0.78% among 360,000; purified NadD enzyme, colorimetric absorbance read-out; in the data active = inhibition above about 26%; note: some compounds past the cut are filed as inactive
STEP block: STEP phosphatase inhibitors, primary screen, biochemical, fluorescence intensity, uHTS; Tyrosine-protein phosphatase non-receptor type 5 (Homo sapiens), P54829; recombinant STEP, OMFP fluorogenic substrate; inhibition, % at 20 µM; hit rate 0.25% among 360,000; AID 588621, 2011;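 active = inhibition at 20 µM, scaled per plate between control wells, above about 37%, limit read from the data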;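 note: 0% = DMSO with enzyme and substrate and 100% = substrate only without enzyme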
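Assay system: isolated STEP enzyme / Timing: 20 min at room temperature, dark / Doses: 20 µM, 1% DMSO / Technique: fluorescence intensity, excitation 480 nm, emission 540 nm / Reagent: fluorogenic phosphatase substrate OMFP at 25 µM final / Measure: percent inhibition scaled to no-enzyme and uninhibited-enzyme controls, plate-pattern corrected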
LMPTP block: LMPTP phosphatase inhibitors, primary screen, biochemical, fluorescence intensity, uHTS | Low molecular weight phosphotyrosine protein phosphatase (Homo sapiens), P24666 | AID 651560, 2012 | recombinant LMPTP-A, OMFP fluorogenic substrate | hit rate 0.22% among 360,000 | inhibition, % at 20 µM;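 active = compounds that cut the enzyme signal by at least half of the control window in the single-dose screen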;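 note: plate controls were DMSO wells with enzyme plus substrate for no effect and substrate without enzyme for full effect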
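Test system – LMPTP-A phosphatase enzyme · Quantity – 0.625 nM LMPTP-A final · Reagent – OMFP substrate, 400 µM final · Dosing – one test concentration per compound, 20 µM, with 3% DMSO overall · Timing – 50 min enzyme reaction at room temperature, protected from light · Detection – fluorescence intensity · Controls – substrate-only low control, DMSO enzyme-plus-substrate high control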
The depositor's hits bear a star.

For Cc1cc2c(c(C)c1Cl)C(c1ccc3c(c1)OCO3)CC(=O)O2 (centres undefined) the results were Neddylation inh inactive, DNMT1 block -1, SKN-1 block -3, TbMetRS inhib 0.9, Scp1 inh 4, SUMO1-SIM PPI 3, NRP1-CendR mod -1, NadD inh -7, STEP block 0 and LMPTP block 2.8.
Screening CCOc1ccc(S(=O)(=O)Nc2ccc(C(=O)NCCCN3CCCC3=O)cc2)cc1 returned Neddylation inh inactive, DNMT1 block 0, SKN-1 block -14, TbMetRS inhib -0.5, Scp1 inh 0, SUMO1-SIM PPI 0, NRP1-CendR mod -7, NadD inh -4, STEP block 0 and LMPTP block -0.5.
Oc1c(C(c2ccccc2)N2CCOCC2)ccc2ccccc12 (centres undefined) was read as Neddylation inh active, DNMT1 block -11, SKN-1 block -1, TbMetRS inhib -0.2, Scp1 inh 16, SUMO1-SIM PPI -7, NRP1-CendR mod 20, NadD inh 18, STEP block -4 and LMPTP block 1.3.
COc1ccc(C(=O)NC2CCCc3ccccc32)cc1 (centres undefined) was read as Neddylation inh inactive, DNMT1 block 2, SKN-1 block 16, TbMetRS inhib 0.2, Scp1 inh -7, SUMO1-SIM PPI 0, NRP1-CendR mod 7, NadD inh 2, STEP block 1 and LMPTP block -0.7.
For CSCC[C@H](NC(=O)Nc1ccc(S(N)(=O)=O)cc1)C(=O)O the results were Neddylation inh inactive, DNMT1 block 1, SKN-1 block 14, TbMetRS inhib 0.1, Scp1 inh -12, SUMO1-SIM PPI -6, NRP1-CendR mod 3, NadD inh -4, STEP block -3 and LMPTP block -3.0.
For O=C(NC1CCCC1)C(c1ccsc1)N(C(=O)Cc1cccs1)c1ccc(F)cc1 (centres undefined) the results were Neddylation inh inactive, DNMT1 block 14, SKN-1 block 0, TbMetRS inhib 0.2, Scp1 inh -7, SUMO1-SIM PPI -4, NRP1-CendR mod -5, NadD inh 4, STEP block 0 and LMPTP block -1.3.
Screening CCOc1cc2c(Cl)ncnc2c(OCC)c1OCC returned Neddylation inh inactive, DNMT1 block 0, SKN-1 block -9, TbMetRS inhib -0.2, Scp1 inh 4, SUMO1-SIM PPI 25, NRP1-CendR mod -10, NadD inh -1, STEP block -3 and LMPTP block -1.1.
`NNc1nc2ccccc2c(=O)n1Cc1ccccc1` gave Neddylation inh active, DNMT1 block -4, SKN-1 block -1, TbMetRS inhib 1.4, Scp1 inh 6, SUMO1-SIM PPI -3, NRP1-CendR mod 6, NadD inh 3, STEP block 0 and LMPTP block 1.1.
O=C(NC1CCc2ccccc21)c1cc(COc2ccc(F)cc2Cl)on1 (centres undefined) was read as Neddylation inh inactive, DNMT1 block -4, SKN-1 block -7, TbMetRS inhib 0.1, Scp1 inh -27, SUMO1-SIM PPI 9, NRP1-CendR mod 4, NadD inh -7, STEP block 2 and LMPTP block 2.8.
OCCNc1nc2ccccc2[nH]1 was read as Neddylation inh inactive, DNMT1 block 1, SKN-1 block 21, TbMetRS inhib 0.7, Scp1 inh -10, SUMO1-SIM PPI 1, NRP1-CendR mod -6, NadD inh 4, STEP block 2 and LMPTP block 0.4.
CCC1CCCCN1C(=O)CSc1nc2ccsc2c(=O)n1Cc1ccccc1 (centres undefined) was read as Neddylation inh inactive, DNMT1 block -2, SKN-1 block -18, TbMetRS inhib -0.4, Scp1 inh -6, SUMO1-SIM PPI 0, NRP1-CendR mod 19, NadD inh -3, STEP block 2 and LMPTP block 2.1.
Screening Cc1c(NS(=O)(=O)c2ccc(Cl)c(C(=O)OC(C)C(=O)N3CCOCC3)c2)c(=O)n(-c2ccccc2)n1C (centres undefined) returned Neddylation inh inactive, DNMT1 block 0, SKN-1 block -10, TbMetRS inhib -0.8, Scp1 inh -1, SUMO1-SIM PPI -2, NRP1-CendR mod 7, NadD inh -1, STEP block 2 and LMPTP block 0.9.
CN(CC(=O)Nc1ccc(Cl)c(C(F)(F)F)c1)C(=O)Cn1cc([N+](=O)[O-])ccc1=O was read as Neddylation inh inactive, DNMT1 block -15, SKN-1 block -10, TbMetRS inhib 1.4, Scp1 inh 11, SUMO1-SIM PPI -17, NRP1-CendR mod -15, NadD inh -1, STEP block 1 and LMPTP block -0.2.
For CCOC(=O)NCCc1ccc(OC)cc1 the results were Neddylation inh inactive, DNMT1 block 1, SKN-1 block 3, TbMetRS inhib -0.4, Scp1 inh 1, SUMO1-SIM PPI 2, NRP1-CendR mod 6, NadD inh 12, STEP block -1 and LMPTP block -1.0.
For C(=Cc1c[nH]c2ccccc12)c1ccc2ccccc2n1 the results were DNMT1 block -3, SKN-1 block 72, TbMetRS inhib 0.1, Scp1 inh 3, SUMO1-SIM PPI -28, NRP1-CendR mod -174, NadD inh 11, STEP block -11 and LMPTP block 11.
For CCOC(=O)c1oc2ccccc2c1NC(=O)Cc1cccs1 the results were Neddylation inh inactive, DNMT1 block -1, SKN-1 block -5, TbMetRS inhib -0.3, Scp1 inh -6, SUMO1-SIM PPI 0, NRP1-CendR mod -14, NadD inh -2, STEP block -2 and LMPTP block 0.0.
CCC(=O)NCC(c1cccs1)S(=O)(=O)c1ccc(C)cc1 (centres undefined) was read as Neddylation inh inactive, DNMT1 block -2, SKN-1 block 24, TbMetRS inhib -0.4, Scp1 inh -5, SUMO1-SIM PPI -1, NRP1-CendR mod -1, NadD inh 4, STEP block 0 and LMPTP block -1.0.
For O=C(c1cccc(Cl)c1)C1CCCN(C(=O)c2ccoc2)C1 (centres undefined) the results were Neddylation inh inactive, DNMT1 block -2, SKN-1 block 5, TbMetRS inhib -0.6, Scp1 inh -8, SUMO1-SIM PPI 4, NRP1-CendR mod 1, NadD inh 2, STEP block 1 and LMPTP block 0.2.
For Cc1ccc(CS(=O)(=O)c2ncc(Cl)c(C(=O)Nc3nnc(C(C)C)s3)n2)cc1 the results were Neddylation inh inactive, DNMT1 block 1, SKN-1 block 17, TbMetRS inhib 0.7, Scp1 inh -5, SUMO1-SIM PPI -8, NRP1-CendR mod -2, NadD inh 6, STEP block 2 and LMPTP block -0.6.
For COc1ccc(/C=N/OCC(=O)Nc2nc3ccccc3s2)cc1 the results were Neddylation inh inactive, DNMT1 block 4, SKN-1 block -9, TbMetRS inhib -0.5, Scp1 inh 0, SUMO1-SIM PPI -3, NRP1-CendR mod 3, NadD inh -1, STEP block -4 and LMPTP block -1.5.
CCc1cc2c(=O)c(Oc3ccccc3F)c(C)oc2c(CN(C)C)c1O was read as DNMT1 block 0, SKN-1 block -10, TbMetRS inhib -1.0, Scp1 inh -2, SUMO1-SIM PPI -5, NRP1-CendR mod -15, NadD inh 8, STEP block 12 and LMPTP block 0.7.
Screening CN(CC(=O)Nc1cccc(F)c1)C(=O)C1CC(=O)N(Cc2ccco2)C1 (centres undefined) returned Neddylation inh inactive, DNMT1 block -5, SKN-1 block 20, TbMetRS inhib 0.2, Scp1 inh -11, SUMO1-SIM PPI -30, NRP1-CendR mod 6, NadD inh 7, STEP block 1 and LMPTP block -9.4.
Cc1ccc(-c2nnc(SCC(=O)N/N=C/c3ccc(C(=O)O)cc3)n2C2CCCCC2)cc1 was read as Neddylation inh inactive, DNMT1 block 1, SKN-1 block 7, TbMetRS inhib -0.6, Scp1 inh 11, SUMO1-SIM PPI -5, NRP1-CendR mod -4, NadD inh 4, STEP block -2 and LMPTP block -1.0.
O=C1CCCCN1CCC(=O)N1CCCC(N2CCN(c3ccccc3)CC2)C1 (centres undefined) was read as Neddylation inh inactive, DNMT1 block 0, SKN-1 block 0, TbMetRS inhib -0.5, Scp1 inh -7, SUMO1-SIM PPI 7, NRP1-CendR mod 4, NadD inh -2, STEP block -3 and LMPTP block 0.0.
`Cn1ccc2c(-c3ccc(F)nc3)cc3c(c21)C1CCC3C1` (centres undefined) gave Neddylation inh inactive, DNMT1 block 5, SKN-1 block 15, TbMetRS inhib -0.5, SUMO1-SIM PPI -16, NRP1-CendR mod 14, NadD inh -2, STEP block 1 and LMPTP block 1.9.
`CCC(C)NC(=O)CSc1nnc(-c2ccc(Cl)cc2)n1N` (centres undefined) gave Neddylation inh inactive, DNMT1 block 0, SKN-1 block 6, TbMetRS inhib -0.2, Scp1 inh -1, SUMO1-SIM PPI -2, NRP1-CendR mod 4, NadD inh -4, STEP block -1 and LMPTP block -0.8.
Screening Cc1occc1C(=O)Nc1nnc(C(F)(F)F)s1 returned Neddylation inh inactive, DNMT1 block 5, SKN-1 block -17, TbMetRS inhib -0.9, Scp1 inh 3, SUMO1-SIM PPI 0, NRP1-CendR mod 2, NadD inh -1, STEP block -1 and LMPTP block 0.2.
O=c1c2ccccc2nc2n1C(CBr)CN2 (centres undefined) was read as Neddylation inh inactive, DNMT1 block -3, SKN-1 block 11, TbMetRS inhib -0.1, Scp1 inh -1, SUMO1-SIM PPI -5, NRP1-CendR mod 2, NadD inh 2, STEP block -2 and LMPTP block 0.4.

3 compounds out of the list, arranged by molecular weight, lowest first.
CCC(=O)NCC(c1cccs1)S(=O)(=O)c1ccc(C)cc1 (centres undefined) was read as Neddylation inh inactive, DNMT1 block -2, SKN-1 block 24, TbMetRS inhib -0.4, Scp1 inh -5, SUMO1-SIM PPI -1, NRP1-CendR mod -1, NadD inh 4, STEP block 0 and LMPTP block -1.0.
`CCC(C)NC(=O)CSc1nnc(-c2ccc(Cl)cc2)n1N` (centres undefined) gave Neddylation inh inactive, DNMT1 block 0, SKN-1 block 6, TbMetRS inhib -0.2, Scp1 inh -1, SUMO1-SIM PPI -2, NRP1-CendR mod 4, NadD inh -4, STEP block -1 and LMPTP block -0.8.
Screening CN(CC(=O)Nc1cccc(F)c1)C(=O)C1CC(=O)N(Cc2ccco2)C1 (centres undefined) returned Neddylation inh inactive, DNMT1 block -5, SKN-1 block 20, TbMetRS inhib 0.2, Scp1 inh -11, SUMO1-SIM PPI -30, NRP1-CendR mod 6, NadD inh 7, STEP block 1 and LMPTP block -9.4.
